Tb PYK inh – blocks Trypanosoma brucei pyruvate kinase. AID 624173. TbPYK enzyme, Kinase-Glo Plus ATP luminescence, 45 min. Potency, µM (series often up to 76.8 µM), for inactives: top-dose activity, negative = inhibition, most hits filed as inhibitors. hit rate 0.12% among 410,000. Q57TT1; note: potency is the fitted concentration of half-maximal effect; % is set by controls: 0 for no effect and ±100 for the full control effect; nearly all actives have a fitted effect of over 50% in size
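Glycolytic pyruvate kinase of T. brucei was incubated with substrate, test compound and 130 uM ADP for 45 minutes at room temperature. Luminescent Kinase-Glo Plus signal was measured after 10 minutes.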
AMA1 RON2 block – AMA1-RON2 (P. falciparum) interaction inhibition | AID 720542 | Potency, µM (highest dose often 58.2 µM), for inactives: at the highest dose activity change, negative = inhibition, actives largely listed as inhibitors | AlphaScreen AMA1-biotinylated RON2 peptide binding | hit rate 0.2% among 360,000;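 note: potency is the fitted concentration of half-maximal effect; 0% = vehicle wells and -100% = peptide control; nearly all actives have a fitted effect of over 45% in size; some results filed as inactive show a strong effect at the top dose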
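AMA1 (3D7) with his tag at 25 nM final met compounds first, then biotinylated RON2 peptide at 25 nM; detection used donor plus acceptor beads, 10 µg/mL apiece, read by AlphaScreen after 30 min at room temperature.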
Pf growth 96h – P. falciparum growth inhibition at 96 hour, primary screen for plastid delayed-death inhibitors | hit rate 6.9% among 320,000 | Potency, µM (highest dose often 28.7 µM), inactives show at the highest dose activity change, negative = inhibition, most hits filed as inhibitors | P. falciparum luciferase reporter growth, 96 h; note: potency is the fitted concentration of half-maximal effect; % is set by controls: 0 for no effect and ±100 for the full control effect
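Two-generation exposure (96 h) targets delayed-death phenotype. Reporter parasites carrying integrated firefly luciferase, in red cells at 2% hematocrit and 0.05% parasitemia final, kept at 37 C, 5% CO2; luminescence loss indicates inhibition.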
CHX counter – counter-screen for Shiga toxin inhibitors: cycloheximide protein synthesis inhibition. cell reporter, cycloheximide protein synthesis inhibition counterscreen. hit rate 12% among 300,000. AID 2314. max response, %; in the data active = max response mostly above about 13%, no sharp cut-off; inactive = mostly below about 14%; note: read at 38.3 µM for the half of the compounds with a filed dose; 0% is about no effect
LmPK inhibitor – LmPK (Leishmania mexicana) enzyme inhibition | purified LmPK, Kinase-Glo ATP luminescence, 1 h | Potency, µM (titrated, usually from 57.5 µM), without a hit: at the top dose activity change, negative = inhibition, hits mostly inhibitors | Q27686 | hit rate 0.37% among 290,000; note: potency is the fitted concentration of half-maximal effect; % is set by controls: 0 for no effect and ±100 for the full control effect
Target sequence (Q27686 whole entry, looked up): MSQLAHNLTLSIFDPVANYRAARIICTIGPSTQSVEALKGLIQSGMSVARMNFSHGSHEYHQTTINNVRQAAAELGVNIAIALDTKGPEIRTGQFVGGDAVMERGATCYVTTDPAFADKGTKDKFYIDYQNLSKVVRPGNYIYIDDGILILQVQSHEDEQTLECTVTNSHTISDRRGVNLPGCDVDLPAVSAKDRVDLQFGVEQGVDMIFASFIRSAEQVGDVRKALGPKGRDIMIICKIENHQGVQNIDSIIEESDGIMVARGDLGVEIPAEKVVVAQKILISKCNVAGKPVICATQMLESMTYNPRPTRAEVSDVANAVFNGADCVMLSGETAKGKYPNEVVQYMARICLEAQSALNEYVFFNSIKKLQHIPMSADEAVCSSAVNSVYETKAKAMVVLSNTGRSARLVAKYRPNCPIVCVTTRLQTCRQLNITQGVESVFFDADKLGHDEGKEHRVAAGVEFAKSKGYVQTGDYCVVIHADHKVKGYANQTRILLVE
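Screened at intermediate enzyme activity to detect both inhibitors and activators: LmPK at 0.1 nM, with a 0.5 nM enzyme column as activation reference. PEP 0.5 mM, ADP 0.1 mM; ATP detected by luminescence after 1 h.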
Pf growth 48h – inhibits P. falciparum growth in the first generation, 48 h; P. falciparum luciferase growth in erythrocytes, 48 h; Potency, µM (top dose mostly 28.7 µM), for inactives: top-dose activity change, negative = inhibition, usual class: inhibitors; hit rate 5.9% among 310,000; note: potency is the fitted concentration of half-maximal effect; % is set by controls: 0 for no effect and ±100 for the full control effect
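Here the parasites carry a stable luciferase gene and grow inside erythrocytes in Albumax-based RPMI medium with compound for one erythrocytic cycle. Activity is scored as loss of luminescent signal.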
Shiga toxin inh – Shiga toxin inhibition; Vero cells, Shiga toxin protein synthesis inhibition reporter; AID 2315; inhibition, % at 38.7 µM; hit rate 9.2% among 290,000; in the data active = inhibition mostly above about 28%, no sharp cut-off; inactive = mostly below about 43%; note: 0% is about no effect
* = called active by the depositor; i = inactive; ? = inconclusive; . = no result given; & = joins results of further samples; [ ] = another dose, or the depositor's remark. Unless noted, calls come from the whole dose curve; as a rule, active = well fitted curve in the direction sought with a large enough effect; inconclusive = small, poorly fitted or top-dose-only effect, or another doubt; inactive = no such curve, though single readings can be large; an effect the other way counts as inactive or inconclusive. Rows were taken by chance; 21% or so of the library scored in one or more.

SMILES	AMA1 RON2 block	Pf growth 96h	CHX counter	Tb PYK inh	Pf growth 48h	Shiga toxin inh	LmPK inhibitor
COc1ccc(CNC(=O)Cc2cn(C)c3ccccc23)c(OC)c1	-2.5%	-10.0%	6.6	0.8%	12.5%	25.7	6.7%
COC(=O)C1=C(c2c(C)noc2C)C[C@@H]2CC[C@H]1N2C(=O)NCCOc1ccccc1Cl	0.3%	31.8%[activator]	.	2.5%	?	.	.
O=C(Nc1cccc(S(=O)(=O)N2CCCCC2)c1)c1c2c(nc3ccccc13)CCN(Cc1ccccc1)C2	-11.9%	2.62µM*	-0.6	-5.7%	2.94µM*	-10.9	-0.8%
Cc1nc2cc(C(=O)N3CCc4ccccc43)ccc2n1-c1ccc(F)c(F)c1	-1.4%	38.0%[activator]	-2.9	-16.9%	-3.3%	-10.4	-0.5%
O=[N+]([O-])c1cnn(-c2nc(-c3ccco3)cc(C(F)(F)F)n2)c1	-0.5%	11.7µM*	-2.1	-3.5%	-8.1%	-6.4	-0.2%
Cn1c(N2CCNCC2)nc2ccccc21	-2.4%	.	-5.6	-4.8%	8.6%	-19.5	-1.2%
O=C(Nc1ccc(F)c(F)c1)C1CCN(S(=O)(=O)c2cccs2)CC1	-4.7%[11.6 µM]	?	.	4.6%	?	.	.
CC1CCCN(C(=O)CSc2n[nH]c(-c3cccs3)n2)C1 (centres undefined)	14.4%	5.6%	.	-1.9%	-19.6%	.	.
CCCCN(C(=O)C(C)N1C(=O)c2ccccc2C1=O)c1c(N)n(CCCC)c(=O)[nH]c1=O (centres undefined)	4.4%	-0.8%	.	2.8%	-9.9%	.	.
O=C1N/C(=N\N=C\c2cccs2)SC1Cc1cccc(Cl)c1 (centres undefined)	2.9%	8.3%	-1.7	-16.6%	13.1µM*	19.9	9.9%
O=C(COC(=O)CCNS(=O)(=O)c1cccc(C(F)(F)F)c1)NC(=O)NC1CCCCC1	-11.6%	16.7%	-4.9	0.0%	.	-11.5	8.8%
Cc1cc(S(=O)(=O)N2CCCC(C(=O)Nc3ccc(C(=O)O)cc3)C2)ccc1Cl (centres undefined)	0.0%	5.6%	-6.2	-1.1%	-14.6%	-2.6	-1.5%
Cc1ccc2oc(=O)n(CC(=O)N3CCOCC3)c2c1	0.0%	18.0%	-2.7	-4.0%	23.2%	-15.4	-0.6%
COC/C=C/C1=CC2=CC(=O)C(C)(OC(=O)c3cnc4ccccc4n3)C(=O)C2=CN1CC1CC1 (centres undefined)	-23.3%	.	.	-8.1%	.	.	-1.0%[11.5 µM]
COc1cc2c(cc1NC(=O)COC(=O)c1ccccc1)oc1ccccc12	.	32.3%[activator]	5.4	.	4.5%	-5.1	0.8%
COC(=O)c1ccccc1NC(=O)C(C)n1nc(C)c2c(C)n(-c3ccccc3)nc2c1=O (centres undefined)	-11.4%	9.28µM*	-3.5	1.0%	?	-2.4	-9.1%
Cc1ccc(NS(=O)(=O)c2cccc(C(=O)Nc3cc(C)on3)c2)cc1	-5.3%	-4.3%	-2.5	1.7%	?	-3.6	1.5%
CCCN1CCC(CCOc2ccccc2)(C(=O)OCC)CC1	-2.1%	?	-2.2	-0.1%	2.9%	-4.1	-0.6%
COc1ccc(CCNC(=O)COc2ccc(S(=O)(=O)NCC(C)C)cc2Cl)cc1OC	13.6%	9.1%	-0.1	-3.7%	?	-12.4	-1.0%
O=C(c1ccccc1-c1ncc[nH]1)N1CCc2c([nH]c3ccccc23)C1c1ccccn1 (centres undefined)	?	16.3%	-2.7	4.5%	11.7µM*	-7.9	0.6%
CC(NCc1ccc(S(N)(=O)=O)cc1)C(=O)N1CCc2ccccc21 (centres undefined)	8.9%	7.5%	-4.3	-0.7%	31.9%[activator]	-1.9	1.0%
COc1ccc(N2CCN(S(=O)(=O)c3c(C)n(C)c(=O)n(C)c3=O)CC2)cc1	3.4%	13.3%	0.4	-0.3%	-5.1%	-33.4	-1.2%
COc1ccc(C(=O)Nc2ccc3cn[nH]c3c2)c(OC)c1	-8.7%	274.7%[activator]	62.9*	2.8%	250.7%[activator]	123.3*	-0.9%
O=C(O)c1[nH]c2ccccc2c1C(c1cc(Cl)cc([N+](=O)[O-])c1O)c1c(C(=O)O)[nH]c2ccccc12	?	0.0%	1.5	1.1%	-5.6%	-3.4	-9.5%
CCOC(=O)c1c(NC(=O)C2CC(Cl)=CCC2C(=O)O)sc2c1CC(C)(C)OC2 (centres undefined)	10.3%	-12.0%	-2.2	8.9%	-18.3%	3.3	4.1%
O=[N+]([O-])c1ccc(S(=O)(=O)Nc2nc3ccccc3nc2Nc2ccccc2)cc1	26.7%	15.7%	-0.7	4.6%	?	-11.6	1.7%
CCC1CCCCN1C(=O)c1ccc(OC2CCN(Cc3ccccn3)CC2)cc1 (centres undefined)	45.0%[activator]	-12.6%	-1.8	3.9%	-24.0%	-30.8	-7.9%
CN(C)CCCn1c2c(c(SCC(=O)Nc3cccc4ccccc34)nc1=O)CCCC2	-4.0%	?	.	3.2%	?	.	.
Cc1ccc(NC(=O)CC2(CC(=O)O)CCCC2)cc1	-4.0%	4.4%	-3.1	-1.7%	8.0%	-4.7	-1.7%
COCCn1c(COC)nc2ccccc21	15.3%	-4.7%	-1.7	1.4%	-9.1%	-3.7	0.0%
CC(C)(CSc1ccccn1)NS(=O)(=O)c1ccccc1	-10.6%[2.32 µM]	0.2%	-6.1	0.1%	-1.6%	0.8	-1.0%
CCN(CC)S(=O)(=O)c1cccc(C(=O)Nc2ccc3c(c2)OCO3)c1	1.8%	-18.2%	34.8*	0.0%	14.9%	91.2*	-1.9%
COC(=O)c1ccc(NC(=O)CN2CCN(c3ccc(Cl)cc3)CC2)cc1	-8.2%	63.3%[activator]	-2.7	-1.0%&2.4%	-2.0%	-5.9	4.1%
CN1C(=S)SC(/[N+]([O-])=C/c2cccnc2)C1(C)C (centres undefined)	11.2%	3.7µM*	-2.3	-2.0%	12.4%	-9.2	-6.8%
Cc1cc(C)c2ccc(N)nc2c1O	53.2%[activator]	196.0%[activator]	-1.1	1.3%	4.15µM*	-6.3	-0.6%
O=c1c2c([N+](=O)[O-])cc([N+](=O)[O-])cc2sn1-c1ccc(Br)cc1	-1.6%	0.0%	0.8	3.98µM*	18.0%	-7.4	0.6%
S=c1[nH]nc(Cn2c(-c3ccccn3)nc3ccccc32)n1-c1ccc2c(c1)OCCO2	74.9%[activator]	?	62.5*	15.8µM*	43.6%[activator]	84.5*	?
CN1CCN(c2ccc(S(=O)(=O)N3CCCCC3)cc2[N+](=O)[O-])CC1	-1.7%	?	-1.1	7.3%	6.0%	-6.2	6.8%
O=C(N/N=C/c1ccc2c(c1)OCO2)c1ccccn1	47.9%[activator]	i	39.5*	-16.6%	198.3%[activator]	92.9*	11.2µM*
COc1cc(C(=O)Nc2ccc(N(C)C)cc2)c([N+](=O)[O-])cc1OC	-18.5%	7.9%	40.7*	-5.9%	75.6%[activator]	107.0*	-7.7%
Cc1cc2nc(-c3ccc(SCC(=O)Nc4ccc(S(=O)(=O)NC5CC5)cc4)nc3)[nH]c2cc1C	-16.9%	45.1%[activator]	46.2*	-7.1%	?	69.5*	-13.4%
CC(C)Oc1ccc2ccccc2c1C=O	7.7%	28.2%	20.8	-2.9%	-6.2%	33.9	-5.5%
COc1ccccc1CNC(=O)CN1C(=O)NC(C)(c2ccc(C(C)(C)C)cc2)C1=O (centres undefined)	5.5%	?	-1.9	-9.7%	?	-3.3	-3.3%
CNC(=O)c1ccccc1F	2.4%	.	-1.7	5.0%	0.0%	-5.6	6.7%
O=C(NCC1CCCO1)c1nn2c(c1Cl)NC(c1ccc(F)cc1)CC2C(F)(F)F (centres undefined)	-2.9%	111.3%[activator]	0.9	-0.9%	-17.3%	-21.2	1.9%
CNC(=O)C1=NCCCc2cc(OC)c(OC)cc21	6.2%	.	-3.1	4.2%	8.3%	-25.3	-14.4%
O=C(N/N=C/c1cc(Br)c(O)c(Br)c1)c1cccnc1	18.0%	19.4%	9.4	4.9%	28.7%	19.3	4.4%
CC1CCCC(NC(=O)C2CCN(S(=O)(=O)c3cccc4nonc34)CC2)C1C (centres undefined)	2.6%	54.3%[activator]	-2.6	-10.4%	13.5%	-4.0	5.2%
CN(Cc1c(C(=O)N/N=C/c2ccccc2)nnn1-c1nonc1N)c1ccccc1	43.6%[activator]	-0.7%	0.9	1.7%	41.0%[activator]	11.3	4.5%
CC(C)CCn1c(=O)c(C(=O)NCc2ccco2)c(O)c2ccccc21	-10.0%	-28.1%	-0.5	-14.5%	?	1.9	0.5%
COc1ccc(Cl)cc1N(C(C)=O)c1nc(C)cc(C)c1C#N	-0.1%	25.8%	-1.6	3.0%	0.7%	-4.9	-5.2%
Cn1c(-c2nnn(-c3ccc(F)cc3)n2)cc2ccccc21	.	87.2%[activator]	54.8*	.	324.3%[activator]	65.1*	-13.3%
CCCCc1nc2ccccc2[nH]1	6.7%	14.4%	9.0	-2.2%	18.9%	-15.1	-6.7%
CCCCNC(=O)c1cc2c(=O)n3cccc(C)c3nc2s1	4.3%	42.6%[activator]	0.7	-5.5%&-0.2%	-60.7%	-5.8	0.8%
O=C1CCCN2N=C(SCC(=O)Nc3ccc(Br)cc3)SC2=N1	-5.4%	10.5%	7.4	5.2%	0.0%	-4.1	-0.4%
COC(=O)/C=C/c1ccc(-n2ccnc2)cc1	1.6%	19.3%	39.7*	10.8%	73.6%[activator]	38.3*	-4.1%
Cc1cc(C)nc(NN2C(=O)/C(=C/c3ccccc3)SC2=S)n1	37.5%[activator]	?	3.5	-8.2%	4.8%	10.2	-2.4%
CCS(=O)(=O)c1ccc(O)c(NC(=O)Nc2cccc3ccccc23)c1	-10.7%	20.6%	-1.4	-1.5%	18.6%	-5.5	-8.1%
CCOc1ccc(NC(=O)C/C(C)=N/NC(=O)COc2ccc(Br)cc2C)cc1	87.1%[activator]	-40.0%	-0.9	2.1%	15.0%	-3.5	-4.4%
